Screens deposited in PubChem by National Center for Advancing Translational Sciences (NCATS).
WRN inhibitor = WRN helicase (human) inhibition. Q14191. WRN helicase unwinding, fluorescent forked duplex, kinetic. Potency, µM (series often up to 114 µM), inactives show at the top dose activity change, negative = inhibition, actives largely listed as inhibitors. 360,000 compounds, 0.46% hits. AID 651768; further: potency means the concentration at half of the fitted maximal effect; on the % scale 0 is the no-effect control and ±100 the full control effect; nearly all actives have a fitted effect of over 55% in size
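Fluorescence dequenching readout, ex 525 nm/em 598 nm, kinetic mode: forked duplex DNA (100 nM final) with adjacent fluorophore and quencher unwound by WRN (20 nM final) with 2 mM ATP. Compound preincubation 15 min, room temperature.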
PI5P4K alpha inh = PI5P4K alpha (human) kinase inhibition | PI5P4Kalpha enzyme, ADP-Glo luminescence, 60 min; active compounds read low | 330,000 compounds, 1.2% hits | P48426 | AID 652105 | max response, %; active means max response of -50% or lower; inconclusive means between -30% and -50%; inactive means -30% or higher; further: value at the top dose of about 77 µM; on the % scale 0 is the no-effect control and ±100 the full control effect
Target sequence (P48426 whole entry, looked up): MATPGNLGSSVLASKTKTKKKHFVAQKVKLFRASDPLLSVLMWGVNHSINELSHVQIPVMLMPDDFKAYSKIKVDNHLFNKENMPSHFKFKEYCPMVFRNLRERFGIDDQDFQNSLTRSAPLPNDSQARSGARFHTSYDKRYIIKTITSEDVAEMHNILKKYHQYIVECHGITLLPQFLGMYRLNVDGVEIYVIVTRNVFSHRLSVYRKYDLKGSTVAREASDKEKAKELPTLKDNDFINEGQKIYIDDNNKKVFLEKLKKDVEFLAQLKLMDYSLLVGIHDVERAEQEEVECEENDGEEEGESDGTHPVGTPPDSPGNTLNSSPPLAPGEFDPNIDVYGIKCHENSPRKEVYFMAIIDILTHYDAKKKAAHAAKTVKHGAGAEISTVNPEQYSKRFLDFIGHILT
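Reactions run in 0.038 M HEPES pH 7.4, 0.28 mM EGTA, 0.1% CHAPS and 5% DMSO, with PI5P4Kalpha, substrate, compound and 5 microM ATP final, one hour at room temperature. Readout is ADP-Glo luminescence.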
EPAC1 ag = activates human EPAC1 exchange factor; O95398; EPAC1 agonist qHTS, biochemical assay; response scale: 100% = response to 6.5 mM cAMP; Potency, µM (doses to about 154 µM), for the others: top-dose activation, usual class: activators; 360,000 compounds, 0.073% hits; further: potency means the concentration at half of the fitted maximal effect; nearly all actives have a fitted effect of over 60% in size
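EPAC1 100 nM, Rap1B–BODIPY-GDP 250 nM, unlabeled GDP 50 uM; compound titration; 5 min RT; kinetic read ex480/em540 at 5-min intervals ×30 min; data normalized to 6.5 mM cAMP agonist control.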
EPAC1 antagonist = EPAC1 (human) antagonism | Potency, µM (top dose mostly 115 µM), without a hit: top-dose activity change, negative = inhibition, hits mostly inhibitors | O95398 | EPAC1 GEF assay, Rap1b-BODIPY-GDP exchange fluorescence | 360,000 compounds, 0.14% hits;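 further: potency means the concentration at half of the fitted maximal effect; plate controls were vehicle for no effect and positive control for full effect; nearly all actives have a fitted effect of over 50% in size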
MmCpn inh = blocks the Methanococcus maripaludis chaperonin Mm-Cpn | purified Mm-Cpn ATPase, ADP Transcreener TR-FRET | Potency, µM (series often up to 76.9 µM), inactives show at the top dose activity, negative = inhibition, hits mostly inhibitors | 330,000 compounds, 0.031% hits | AID 504842; further: potency means the concentration at half of the fitted maximal effect; on the % scale 0 is the no-effect control and ±100 the full control effect; nearly all actives have a fitted effect of over 80% in size
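Eu-cryptate anti-ADP/ADP-d2 competition gives a ratio inversely related to ADP. Enzyme at 25 nM was pre-exposed to compound for 10 min, then given 10 uM ATP for 30 min, 37°C throughout.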
PLK1 PBD block = blocks phosphopeptide binding to human PLK1 polo-box domain; P53350; Plk1 PBD binding of FITC phosphopeptide, fluorescence polarization; Potency, µM, inactives show max response, negative = inhibition, hits mostly inhibitors; 360,000 compounds, 2.8% hits; further: potency means the concentration at half of the fitted maximal effect; series mostly up to about 57 µM; on the % scale 0 is the no-effect control and ±100 the full control effect; nearly all actives have a fitted effect of over 65% in size
Target sequence (P53350 whole entry, looked up, the tested form may be a part): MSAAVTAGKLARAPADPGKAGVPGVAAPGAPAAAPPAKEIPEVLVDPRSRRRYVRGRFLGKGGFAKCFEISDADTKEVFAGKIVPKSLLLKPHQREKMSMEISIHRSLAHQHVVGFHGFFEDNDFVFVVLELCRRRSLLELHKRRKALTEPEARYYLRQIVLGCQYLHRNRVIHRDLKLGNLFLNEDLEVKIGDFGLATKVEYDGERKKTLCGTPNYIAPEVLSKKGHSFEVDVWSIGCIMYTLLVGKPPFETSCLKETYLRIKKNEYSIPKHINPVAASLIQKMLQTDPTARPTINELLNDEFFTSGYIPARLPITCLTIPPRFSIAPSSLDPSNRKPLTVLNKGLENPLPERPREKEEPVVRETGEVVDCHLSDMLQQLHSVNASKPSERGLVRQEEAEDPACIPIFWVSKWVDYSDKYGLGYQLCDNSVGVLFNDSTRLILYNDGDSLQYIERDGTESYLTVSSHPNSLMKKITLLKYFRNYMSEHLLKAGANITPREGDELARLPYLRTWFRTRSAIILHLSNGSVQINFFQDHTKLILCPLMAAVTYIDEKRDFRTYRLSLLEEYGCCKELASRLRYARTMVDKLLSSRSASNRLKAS
EPAC2 antag = blocks human EPAC2 exchange factor; 360,000 compounds, 0.18% hits; EPAC2 GEF exchange of Rap1B-BODIPY-GDP, fluorescence; AID 720708; Potency, µM (series often up to 114 µM), without a hit: at the top dose activity, negative = inhibition, usual class: inhibitors; further: potency means the concentration at half of the fitted maximal effect; on the % scale 0 is the no-effect control and ±100 the full control effect; nearly all actives have a fitted effect of over 45% in size; many of its hits are not listed in these tables
CCT modulator = cytosolic chaperonin activity modulation | purified chaperonin ATPase assay, HTRF ADP detection, 30 min | activity change, % (test concentration not listed), hits read low | 360,000 compounds, 0.3% hits | AID 651819; in the data active means activity change below about -30%; further: on the % scale 0 is the no-effect control and ±100 the full control effect
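TRiC at 40 or 20 nM final (batch-dependent) in 30 mM Tris pH 7.4, 100 mM KCl, 5 mM MgCl2, 1 mM DTT, with compound at single 76 uM and 10 uM ATP, 30 min at 37 deg C. ADP detected by HTRF Transcreener, 665/615 ratio.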
The depositor's hits bear a star; ? = inconclusive; nt = no result given; [ ] = remark or other dose. Unless noted, the call rests on the fitted dose curve; in most records, active means well fitted curve in the direction sought with a large enough effect; inconclusive means small, poorly fitted or top-dose-only effect, or another doubt; inactive means no such curve, though single readings can be large; an effect the other way counts as inactive or inconclusive. These rows are one share of the data. The share of hits here may be higher or lower than overall.

The line under a structure holds: MmCpn inh | EPAC1 antagonist | CCT modulator | EPAC1 ag | PI5P4K alpha inh | PLK1 PBD block | EPAC2 antag | WRN inhibitor
[1] O=C(NC(=S)Nc1ccccn1)c1ccco1
 : -1% | 6% | 0.1 | -6% | -5 | 1% | 5% | -6%
[2] O=C(CSc1nnc(Cc2ccccc2)n1-c1ccc(Cl)cc1)N1CCOCC1
 : 0% | 5% | -1.0 | 4% | nt | -8% | 2% | 3%
[3] N#CC1=C(N)Oc2cc(O)ccc2C1C1CCCCC1 (stereo not drawn)
 : 2% | -9% | 3.1 | 7% | -4 | -8% | 2% | -22%
[4] O=C(NC1(C(F)(F)F)N=C(c2ccccc2)NC1=O)c1ccc(Cl)cc1Cl (stereo not drawn)
 : 1% | 5% | -0.9 | 17% | nt | -12% | -2% | 7%
[5] COc1ccc(C(C#N)N2CCCCC2)cc1OC (stereo not drawn)
 : 1% | 5% | -5.0 | 6% | nt | -1% | -2% | -9%
[6] COc1ccc2oc(C(=O)OCC(=O)N3CCN(C(C)=O)CC3)c(C)c2c1
 : 1% | 4% | -2.1 | -7% | 5 | 0% | 10% | -4%
[7] COc1cc(-c2[nH]ncc2CN2CCc3sccc3C2)cc(OC)c1OC
 : 2% | 8% | 0.4 | 9% | -3 | -7% | -24% | -1%
[8] COc1ccccc1-c1ccc(C(=O)O)o1
 : -1% | 5% | -3.8 | 5% | -2 | -11% | 2% | -21%
[9] COC(=O)C1CC(c2c(OC)cc(OC)cc2OC)=NO1 (stereo not drawn)
 : 1% | 6% | -3.8 | 0% | -1 | -2% | 10% | -3%
[10] CCCCNC(=S)Nc1ccc(F)cc1
 : 1% | -2% | 1.4 | 7% | -1 | -5% | -4% | -13%
[11] CC(CC(=O)OCC(=O)Nc1ccc2[nH]c(=O)[nH]c2c1)c1ccccc1 (stereo not drawn)
 : -8% | -11% | -3.6 | -4% | -12 | -2% | -4% | ?
[12] COc1ccc(C(=O)CC(=O)C(=O)Nc2ccccc2C(F)(F)F)cc1
 : -1% | -17% | -1.4 | -8% | 9 | -12% | -14% | -6%
[13] Cc1ccc(CNC(=O)CSc2nc3n[nH]c(C)c3c(=N)n2-c2cccc(C)c2)cc1
 : -12% | -8% | -1.2 | -23% | nt | 0% | -1% | -14%
[14] O=C(c1ccccc1F)N1CCN(S(=O)(=O)c2ccc(S(=O)(=O)N3CCCCC3)cc2)CC1
 : 1% | 0% | 1.0 | 6% | nt | 3% | 8% | -4%
[15] COc1ccc(Br)cc1CNC(=O)CCc1nc(-c2ccc(C)cc2)no1
 : 2% | 4% | -0.3 | -7% | 23 | -8% | 0% | -1%
[16] CCOC(=O)c1cc(C(=O)NC(C)c2ccccc2)c(=O)[nH]c1C (stereo not drawn)
 : 3% | -14% | 0.5 | -5% | 0 | -5% | 4% | 6%
[17] COc1cccc(NC(=O)C2CCCN2S(=O)(=O)c2ccc3c(c2)n(C)c(=O)c(=O)n3C)c1 (stereo not drawn)
 : 1% | 6% | 2.8 | 12% | -1 | -9% | -10% | -5%
[18] O=C(N/N=C1\CCCc2ccccc21)c1ccccc1[N+](=O)[O-]
 : -1% | -16% | -1.3 | 10% | 2 | -5% | -2% | -1%
[19] O=C(C1CCN(S(=O)(=O)c2cnc[nH]2)CC1)N1CCN(c2ncccn2)CC1
 : 0% | -2% | 1.2 | -1% | -3 | -6% | 9% | 6%[57.1 µM]
[20] Cc1cccc(-n2ccc(=O)c(C(=O)O)n2)c1
 : 0% | 6% | -1.0 | 5% | 4 | -13% | 4% | 15%
[21] CCC(C)CCN1C(N(C)C)=NC[C@@H]1C (stereo partly drawn)
 : 0% | 10% | 1.5 | 3% | -3 | -5% | 5% | -1%
[22] CC(C)(C)NC(=O)C(c1ccc(OCC(N)=O)cc1)N(C(=O)c1cccnc1)C1CC1 (stereo not drawn)
 : -1% | 0% | -1.2 | 3% | -7 | -3% | 4% | -1%
[23] COc1ccc2[nH]c(=O)c(CN(Cc3ccccc3OC)Cc3nnnn3CC3CCCO3)cc2c1 (stereo not drawn)
 : -2% | 5% | -1.2 | -2% | nt | -1% | 5% | -6%
[24] Cc1ccccc1-n1c(=O)n(Cc2ccco2)c(=O)c2[nH]cnc21
 : -2% | 13% | -11 | 1% | -15 | 0% | 5% | 4%
[25] CCOc1ccc(/C=N/Nc2ccccn2)cc1OC
 : -21% | -10% | -1.1 | 5% | -12 | ? | 3% | -6%
[26] Cc1ccc(S(=O)(=O)c2nc(-c3ccccc3)oc2NCc2cccnc2)cc1
 : 1% | -15% | -1.3 | 5% | -3 | 1% | 1% | -2%
[27] Cc1ccnc(NC(=O)CN(C)S(=O)(=O)c2cccc3nsnc23)c1
 : -3% | -2% | 0.6 | -1% | -8 | -11% | 10% | 9%
[28] Cc1cccc(C)c1OCc1nnc(SCC(=O)NCCc2ccccc2)o1
 : 0% | 7% | 2.5 | 9% | -3 | -6% | -2% | 5%
[29] CSc1ccccc1OC1CCN(Cc2ccccc2)CC1
 : 1% | -4% | 0.1 | -10% | 9 | -6% | -2% | 1%
[30] Cc1cc(C(=O)Nc2ccccc2N2CCOCC2)no1
 : -1% | 5% | -13 | 16% | 3 | 3% | 0% | -8%
[31] CSc1cccc(CN2CCCC(CNC(=O)c3ccc(F)cc3)C2)c1 (stereo not drawn)
 : -1% | -8% | 1.0 | 7% | 1 | 1% | 20% | -5%
[32] CC(C)Oc1ccc(N2CC(C(=O)OCC(=O)NCc3ccccc3)CC2=O)cc1 (stereo not drawn)
 : 1% | -14% | 2.9 | 8% | nt | -6% | -7% | -2%
[33] CC[C@@H](C)[C@H](NC(=O)Cc1c(C)c2cc3c(C)c(C)oc3c(C)c2oc1=O)C(=O)O
 : -1% | -14% | -3.9 | -1% | 3 | -8% | -8% | 2%
[34] COc1ccc(NC(=O)COC(=O)c2ccco2)c([N+](=O)[O-])c1
 : 2% | 12% | 0.6 | -3% | -15 | 27µM* | 13% | -1%
[35] CCCCCCCCC(=O)N/N=C(\C)c1ccco1
 : 1% | 5% | 1.2 | -13% | 4 | -13% | 7% | 7%
[36] Cc1cc(C(=O)N2CCCC(CNS(=O)(=O)c3cccs3)C2)nn1C (stereo not drawn)
 : 4% | -14% | -3.2 | 7% | 0 | -12% | 5% | 8%
[37] COc1cccc(NS(=O)(=O)c2cc(C)ccc2OC)c1
 : 2% | 7% | -0.2 | -6% | -26 | 8.4µM* | 2% | -22%
[38] CC(=O)Nc1ccc2nc(NC(=O)COc3ccc([N+](=O)[O-])cc3)sc2c1
 : -2% | 7% | -3.7 | -1% | 5 | -15% | -11% | 12%
[39] CC(Sc1ccc(S(=O)(=O)N2CCOCC2)cc1[N+](=O)[O-])C(=O)O (stereo not drawn)
 : 2% | -9% | 2.9 | -11% | -7 | -11% | 8% | -1%
[40] CCOc1ccccc1NC(=O)CSc1nnc(CNC(=O)c2ccco2)o1
 : 1% | -10% | -2.3 | -2% | -4 | -6% | 11% | 2%
[41] Cc1cc(C)c2cc(C#N)c(SCC(=O)Nc3cc(C)on3)nc2c1
 : -8% | 13% | -1.1 | 0% | 7 | 7% | 8% | 6%
[42] COc1cc([N+](=O)[O-])ccc1NC(=O)COC(=O)c1c[nH]c(=O)[nH]c1=O
 : 3% | -8% | 1.0 | -3% | 3 | 4% | 4% | -29%
[43] CCOC(=O)C1=C(C)N(CCC(=O)O)C(=O)NC1c1ccccc1Cl (stereo not drawn)
 : nt | -12% | 0.1 | 2% | -21 | -8% | 8% | 0%
[44] CCOC(=O)c1ccc(Oc2nc(N(C)C)nc(N(C)C)n2)cc1
 : 3% | -10% | -1.4 | 13% | 0 | 1% | -11% | -5%
[45] Cc1ccc(NC(=O)Cn2cncc2-c2ccc([N+](=O)[O-])cc2)cc1C
 : -1% | -10% | 0.3 | -10% | 2 | -3% | -4% | -20%
[46] COc1ccc(CNC(=O)[C@H](C)NC(=O)C2CCN(S(=O)(=O)c3ccc(F)cc3)CC2)cc1
 : 4% | 10% | -1.4 | -1% | -2 | -4% | -5% | 0%
[47] CCOC(=O)c1[nH]c(C)c(C(=O)OCC(=O)N2c3ccccc3CC2C)c1C (stereo not drawn)
 : 0% | 6% | -0.3 | -3% | nt | 0% | 6% | 4%
[48] CC(C)C(=O)NC(=S)Nc1ccc(S(=O)(=O)N2CCN(C)CC2)cc1
 : 2% | 15% | 1.6 | -2% | 12 | -1% | 13% | -19%
[49] CCOC(=O)c1c(C)oc2cc(Br)c(OCC(N)=O)cc12
 : 1% | -6% | -2.8 | 0% | -1 | -3% | -5% | -7%
[50] CCCc1cc(C(=O)Nc2cccnc2)no1
 : 0% | 1% | 0.4 | -15% | -8 | -6% | 12% | 1%

The results go on:
The line under a structure holds: MmCpn inh | EPAC1 antagonist | CCT modulator | EPAC1 ag | PI5P4K alpha inh | PLK1 PBD block | EPAC2 antag | WRN inhibitor
[51] Cc1nn(-c2ccccc2)nc1C(=O)Nc1nnc(C(F)(F)F)s1
 : -4% | -17% | -2.5 | -5% | -4 | -3% | -6% | 0%
[52] O=C(C1=C[C@H](c2ccc(C(F)(F)F)cc2)C[C@H](OCCCCO)O1)N1CCN(Cc2ccc3c(c2)OCO3)CC1
 : nt | -9% | -1.3 | -8% | 15 | -12% | -17% | -6%
[53] Cc1cccc(Oc2ccc(NC(=O)c3ccccc3C(=O)O)cc2)c1C
 : -6% | -6% | -2.8 | 2% | -20 | -10% | -9% | -12%
[54] Cc1ccccc1NC(=O)C1CCCN1S(=O)(=O)c1ccc2c(c1)n(C)c(=O)c(=O)n2C (stereo not drawn)
 : 0% | 2% | -0.4 | 7% | 3 | -5% | 18% | -1%
[55] O=C(NN1C(=O)c2ccccc2NC1c1ccc([N+](=O)[O-])o1)c1ccc(Br)cc1 (stereo not drawn)
 : -6% | -1% | -5.5 | 2% | 2 | -14% | 2% | 1%
[56] COc1ccc(N2CCN(CCCNC(=O)c3ccc(CS(=O)(=O)c4ccc(Cl)cc4)o3)CC2)cc1
 : 0% | -11% | -6.7 | -14% | -2 | -10% | 1% | 0%
[57] Cc1ccc(S(=O)(=O)Nc2c(C(=O)O)[nH]c3ccccc23)c(C)c1
 : 2% | 7% | -0.1 | 2% | -12 | 27µM* | -19% | -4%
